WRN inhibitor: WRN helicase (human) inhibition; Q14191; WRN helicase unwinding, fluorescent forked duplex, kinetic; Potency, µM (series often up to 114 µM), without a hit: at the top dose activity change, negative = inhibition, actives largely listed as inhibitors; 360,000 tested, 0.46% active; AID 651768; also: potency is read from the fitted curve at half-maximal effect; % is scaled to controls: 0 for no effect and ±100 for the full control effect; nearly all actives have a fitted effect of over 55% in size
Target sequence (Q14191 whole entry, looked up): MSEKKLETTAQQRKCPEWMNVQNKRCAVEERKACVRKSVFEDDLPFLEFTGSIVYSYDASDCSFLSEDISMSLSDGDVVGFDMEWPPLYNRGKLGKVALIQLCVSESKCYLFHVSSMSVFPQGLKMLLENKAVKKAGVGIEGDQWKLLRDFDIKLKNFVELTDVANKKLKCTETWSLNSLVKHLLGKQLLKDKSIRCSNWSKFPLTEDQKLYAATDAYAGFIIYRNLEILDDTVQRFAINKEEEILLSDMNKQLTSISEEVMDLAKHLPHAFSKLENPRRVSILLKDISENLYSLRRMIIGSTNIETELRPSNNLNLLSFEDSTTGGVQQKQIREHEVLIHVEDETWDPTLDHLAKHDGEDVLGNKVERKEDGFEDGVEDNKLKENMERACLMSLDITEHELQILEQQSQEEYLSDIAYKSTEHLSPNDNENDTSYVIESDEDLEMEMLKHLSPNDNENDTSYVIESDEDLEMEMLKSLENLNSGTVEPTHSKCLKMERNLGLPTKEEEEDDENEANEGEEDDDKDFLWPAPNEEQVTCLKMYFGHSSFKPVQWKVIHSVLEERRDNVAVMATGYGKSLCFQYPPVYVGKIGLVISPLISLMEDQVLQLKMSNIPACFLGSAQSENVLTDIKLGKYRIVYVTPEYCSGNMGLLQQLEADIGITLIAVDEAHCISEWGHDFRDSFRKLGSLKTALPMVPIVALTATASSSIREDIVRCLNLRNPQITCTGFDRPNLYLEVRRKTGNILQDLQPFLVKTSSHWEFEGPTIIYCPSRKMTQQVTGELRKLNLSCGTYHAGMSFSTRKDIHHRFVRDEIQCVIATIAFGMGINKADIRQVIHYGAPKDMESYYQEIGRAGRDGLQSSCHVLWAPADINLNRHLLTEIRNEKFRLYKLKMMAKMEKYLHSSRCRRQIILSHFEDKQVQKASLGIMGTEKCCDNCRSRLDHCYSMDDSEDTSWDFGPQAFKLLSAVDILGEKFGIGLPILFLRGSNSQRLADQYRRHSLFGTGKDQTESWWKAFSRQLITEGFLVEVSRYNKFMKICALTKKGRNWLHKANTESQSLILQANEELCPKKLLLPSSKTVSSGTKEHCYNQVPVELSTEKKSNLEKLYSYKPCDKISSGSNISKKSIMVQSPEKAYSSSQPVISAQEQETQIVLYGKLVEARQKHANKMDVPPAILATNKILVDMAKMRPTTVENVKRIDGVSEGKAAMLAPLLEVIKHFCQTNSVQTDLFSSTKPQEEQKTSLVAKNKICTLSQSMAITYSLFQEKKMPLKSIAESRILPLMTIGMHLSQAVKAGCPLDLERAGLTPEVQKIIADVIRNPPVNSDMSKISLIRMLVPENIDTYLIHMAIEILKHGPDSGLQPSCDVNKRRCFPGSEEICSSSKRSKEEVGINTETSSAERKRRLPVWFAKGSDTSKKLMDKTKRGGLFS
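WRN at 20 nM final was preincubated with compound for 15 min at room temperature; reaction started with 100 nM forked duplex oligonucleotide carrying fluorophore and quencher plus 2 mM ATP (final). Unwinding followed kinetically by red fluorescence (ex 525/em 598 nm).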
PLK1 PBD block: blocks phosphopeptide binding to human PLK1 polo-box domain | Plk1 PBD binding of FITC phosphopeptide, fluorescence polarization | Potency, µM, for the others: max response, negative = inhibition, usual class: inhibitors | 360,000 tested, 2.8% active | AID 720504; also: potency is read from the fitted curve at half-maximal effect; series mostly up to about 57 µM; % is scaled to controls: 0 for no effect and ±100 for the full control effect; nearly all actives have a fitted effect of over 65% in size
IL-2 act: IL-2 activation; activation, % (series mostly up to about 46 µM); IL-2 activation reporter assay, cell-based qHTS; stimulated with anti-CD3/CD4/CD28 beads; in transgenic mouse T cells; 360,000 tested, 0.065% active; in the data active = activation above about 50%; inconclusive = mostly about 30% to 49%; also: 0% is about no effect
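Quantitative HTS in unstimulated transgenic mouse T cells, with memory T cells as non-tolerant control and PMA/ionomycin as tolerance-bypass control. Compound pretreatment lasted 60 minutes before 18 h bead stimulation; EGFP/DsRed fluorescence read.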
PI5P4Ka inh: PI5P4K alpha (human) kinase inhibition. 330,000 tested, 1.2% active. PI5P4Kalpha enzyme, ADP-Glo luminescence, 60 min; active compounds read low. AID 652105. P48426. max response, %; active = max response of -50% or lower; inconclusive = between -30% and -50%; inactive = -30% or higher; also: value at the top dose of about 77 µM; % is scaled to controls: 0 for no effect and ±100 for the full control effect
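Reactions run in 0.038 M HEPES pH 7.4, 0.28 mM EGTA, 0.1% CHAPS and 5% DMSO, with PI5P4Kalpha, substrate, compound and 5 microM ATP final, one hour at room temperature. Readout is ADP-Glo luminescence.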
EPAC1 agonist: activates human EPAC1 exchange factor; O95398; EPAC1 agonist qHTS, biochemical assay; response scale: 100% = response to 6.5 mM cAMP; Potency, µM (series often up to 154 µM), for inactives: at the highest dose activation, hits mostly activators; 360,000 tested, 0.073% active; AID 720707; also: potency is read from the fitted curve at half-maximal effect; nearly all actives have a fitted effect of over 60% in size
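Read-out is the fluorescence drop as BODIPY-GDP leaves Rap1B (480 nm excitation, 540 nm emission), recorded every 5 minutes over 30 minutes. Reactions held 100 nM EPAC1, 250 nM Rap1B–BODIPY-GDP and 50 uM GDP, with 6.5 mM cAMP setting full activation.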
EPAC1 antagonist: EPAC1 (human) antagonism; O95398; EPAC1 GEF assay, Rap1b-BODIPY-GDP exchange fluorescence; Potency, µM (titrated, usually from 115 µM), for inactives: at the top dose activity change, negative = inhibition, usual class: inhibitors; 360,000 tested, 0.14% active; AID 720709;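 also: potency is read from the fitted curve at half-maximal effect; plate controls were vehicle for no effect and positive control for full effect; nearly all actives have a fitted effect of over 50% in size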
FUS suppressor: rescues growth of FUS-expressing yeast. 390,000 tested, 0.24% active. S. cerevisiae FUS-expressing, growth rescue, OD600, 24 h. Potency, µM (series often up to 76.6 µM), for inactives: at the highest dose growth rescue (activation), usual class: activators. AID 1347120;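 also: potency is read from the fitted curve at half-maximal effect; plate controls were DMSO vehicle for no effect and reference control for full effect; nearly all actives have a fitted effect of over 55% in size; some results filed as inactive show a strong effect at the top dose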
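Cultures pregrown in 2.5% raffinose medium are shifted to minimal medium containing 2% galactose to express toxic FUS. Compounds are tested at several concentrations. After 24hr at 30C, growth is quantified at 600 nm absorbance.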
Abeta rescue: A-beta toxicity reversal in yeast. 410,000 tested, 0.063% active. AID 1347071. Potency, µM (doses to about 46.1 µM), inactives show at the top dose growth rescue, hits mostly activators. yeast expressing A-beta42, growth rescue, OD600, 48 h; response scale: 0% DMSO, 100% iron-clioquinol control; also: potency is read from the fitted curve at half-maximal effect; nearly all actives have a fitted effect of over 55% in size
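Yeast growth medium received pinned compounds, then yeast cells expressing toxic A-beta were added; plates incubated at 30 C for 48 hr. Growth read as absorbance at 600 nm, normalized to DMSO and equimolar FeCl3 plus clioquinol controls.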
aSyn rescue: alpha-synuclein toxicity inhibition in yeast. Potency, µM (titrated, usually from 46.1 µM), inactives show at the top dose growth rescue (activation), hits mostly activators. Yeast expressing alpha-synuclein, growth rescue, BacTiter-Glo, 24 h. AID 652106. 370,000 tested, 0.14% active; also: potency is read from the fitted curve at half-maximal effect; % of control where 0% means no effect; nearly all actives have a fitted effect of over 65% in size
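Readout is rescue of growth in alpha-synuclein-expressing yeast, so inhibitors of toxicity appear as activators. Growth after 24 hr at 30 deg C in galactose medium is quantified by luminescence.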
* = called active by the depositor; ? = inconclusive; nt = not tested or not shown; & = joins results of further samples; [ ] = another dose, or the depositor's remark. Unless noted, calls follow the shape of the dose curve; as a rule, active = well fitted curve in the direction sought with a large enough effect; inconclusive = small, poorly fitted or top-dose-only effect, or another doubt; inactive = no such curve, though single readings can be large; an effect the other way counts as inactive or inconclusive.

#1 COc1ccccc1-n1c(SCC(N)=O)nnc1-c1ccccc1
#2 CCCCn1c(N)c(N(CCOC)C(=O)C2CCN(S(=O)(=O)c3ccc(C)cc3C)CC2)c(=O)[nH]c1=O
#3 O=C(/C=C\Nc1cccc(F)c1)c1cccs1
#4 CC(=O)Oc1oc(-c2ccccc2)nc1C=Nc1ccc(N(C)C)cc1
#5 CCn1c(CN2C(=O)CSc3ccccc32)n[nH]c1=S
#6 Cc1cccc(-n2c(C)cc(C=C(C#N)C#N)c2C)c1
Compound	1	2	3	4	5	6
WRN inhibitor	2%	-13%	1%	7%	12%	9%
PLK1 PBD block	-5%	-2%	-22%	-13%	-10%	-10%
IL-2 act	-0.7	3.0	-1.9	5.3	-0.4	-3.1
PI5P4Ka inh	1	6	0	2	0	-2
EPAC1 agonist	-1%	2%	2%	4%	5%	-4%
EPAC1 antagonist	-3%	-15%	-8%	7%	9%	-7%
FUS suppressor	-13%	14%	7%	-7%	35%	-23%
Abeta rescue	5%	3%	-15%	-7%	-2%	-11%
aSyn rescue	10%	-6%	3%	11%	-18%	-3%

#7 O=C(NCC(c1ccco1)N1CCCC1)c1cc(S(=O)(=O)N2CCOCC2)ccc1Cl (stereo unspecified)
#8 COC(=O)c1cc(N2CCNCC2)nc2ccccc12
#9 COc1cc(-c2nnc(COC(=O)C3c4ccccc4Oc4ccccc43)o2)cc(OC)c1OC
#10 Cc1c(C(=O)N/N=C/c2ccncc2)nnn1-c1nonc1N
#11 FC(F)(F)c1ccccc1-n1c(CN2CCCCC2)n[nH]c1=S
#12 O=C(O)c1ccccc1Nc1ccccc1
Compound	7	8	9	10	11	12
WRN inhibitor	1%	4%	-5%	2%	-1%	1%
PLK1 PBD block	-11%	24µM*	-1%	-2%	?	-12%
IL-2 act	-0.5	5.2	-2.4	4.2	-0.3	1.0
PI5P4Ka inh	-5	3	nt	6	7	-1
EPAC1 agonist	0%	2%	6%	-2%	1%	-13%
EPAC1 antagonist	-11%	1%	-4%	-1%	-11%	-7%
FUS suppressor	-4%	13%	39%	-27%	9%	-10%
Abeta rescue	-16%	12%	9%	4%	-27%	0%
aSyn rescue	-5%	2%	1%	-3%	-2%	0%&-43%

#13 COc1ccc(C(=O)/C(=C\N(C)C)n2nc(C)cc2C)cc1
#14 Cc1nn(C(C)C(=O)Nc2sc3c(c2C#N)CCCC3)c(C)c1[N+](=O)[O-] (stereo unspecified)
#15 O=C(CCNC(=O)c1ccc(Cl)cc1)Nc1cccc(S(=O)(=O)N2CCCCC2)c1
#16 CCOCCCNC(=O)/C=C1\Sc2ccccc2N(Cc2ccccc2F)C1=O
#17 CCCCN(CC)C(=O)c1ccc2c(c1)OCO2
#18 C/C(=N\Nc1nc2ccccc2[nH]1)c1ccc(C)o1
Compound	13	14	15	16	17	18
WRN inhibitor	0%	-4%[57.1 µM]	-13%	-4%	2%	-14%
PLK1 PBD block	-14%	-11%	7%	-3%	-1%	-12%
IL-2 act	-0.8	-0.7	-4.0	-0.7	-2.0	-3.0
PI5P4Ka inh	-1	nt	-8	6	-6	-8
EPAC1 agonist	-3%	-2%	2%	0%	-10%	9%
EPAC1 antagonist	-9%	1%	-8%	-6%	9%	-7%
FUS suppressor	19%	5%	nt	17%	-14%	17%
Abeta rescue	4%	3%	7%	10%	1%	2%
aSyn rescue	-8%	0%	-10%	13%	2%	0%

Limited to IL-2 act (4 entries from above):
item	compound	IL-2 act
13	COc1ccc(C(=O)/C(=C\N(C)C)n2nc(C)cc2C)cc1	-0.8
14	Cc1nn(C(C)C(=O)Nc2sc3c(c2C#N)CCCC3)c(C)c1[N+](=O)[O-] (stereo unspecified)	-0.7
15	O=C(CCNC(=O)c1ccc(Cl)cc1)Nc1cccc(S(=O)(=O)N2CCCCC2)c1	-4.0
16	CCOCCCNC(=O)/C=C1\Sc2ccccc2N(Cc2ccccc2F)C1=O	-0.7

(list continues)
#19 CC(C)NC(=O)c1cccc(Br)c1
#20 COc1ccccc1N1CCN(C(=O)CSc2nnc(C)n2C2CC2)CC1
#21 O=C1CC(c2cccc(Cl)c2)Cc2nc(N3CCN(c4ccccc4)CC3)ncc21 (stereo unspecified)
#22 Cc1ccc2nc(-c3ccc(N)cc3)sc2c1
#23 NS(=O)(=O)c1ccc(CCNC(=O)COc2ccc3c4c(c(=O)oc3c2)CCC4)cc1
#24 Cc1ccc(S(=O)(=O)N2C[C@@H]3[C@H]4CC[C@H](C4)[C@@H]3[C@@H](C)[C@H]2c2ccco2)cc1
Compound	19	20	21	22	23	24
WRN inhibitor	-8%	8%	-22%	-1%	0%	-4%
PLK1 PBD block	-3%	-13%	-3%	-13%	-6%	-6%
IL-2 act	-1.6	-0.1	-0.4	-0.3	1.7	-0.9
PI5P4Ka inh	nt	2	12	9	3	9
EPAC1 agonist	5%	4%	8%	-3%	5%	-4%
EPAC1 antagonist	-2%	-7%	0%	-6%	-2%	-3%
FUS suppressor	-4%	-12%	-41%	40%	7%	11%
Abeta rescue	12%	-5%	0%[9.22 µM]	-35%[inhibitor]	6%	4%
aSyn rescue	-12%	-6%	5%	-1%	-1%	-15%

#25 N#CC1=C(N)OC2=C(C(=O)CCC2)C1c1cc2c(cc1Cl)OCO2 (stereo unspecified)
#26 COc1ccc(OC)c(N(CC(=O)NC2CCCC2)S(=O)(=O)c2ccc(OC)c(OC)c2)c1
#27 CC(=O)NCc1ccc(S(=O)(=O)N/N=C/c2ccccc2)cc1
#28 CC1=C(C(=O)N(C(C)C)C(C)C)CC(CC(=O)NC2CCCC2)C(=O)N1CCC1=CCCCC1 (stereo unspecified)
#29 Cc1cc(C)c2nc(NNC(=O)c3cc(=O)c4ccccc4o3)sc2c1
#30 CCCCC(=O)Nc1ccccc1Oc1ccccc1
Compound	25	26	27	28	29	30
WRN inhibitor	10%	7%	-12%[57.1 µM]	-4%	5%	-11%
PLK1 PBD block	-28%	6%	?	-4%	-26%	-5%
IL-2 act	-3.8	1.9	3.4	-0.9	0.2	-2.0
PI5P4Ka inh	-4	4	-2	0	?	-1
EPAC1 agonist	3%	-24%	-1%	0%	-26%	-2%
EPAC1 antagonist	10%	2%	-1%	0%	-1%	-21%
FUS suppressor	38%	16%	6%	14%	24%	-21%
Abeta rescue	-1%	-3%	-41%[inhibitor]	-8%	0%	-7%
aSyn rescue	-7%	6%	0%	13%	0%	-10%

#31 COc1ccc(-n2c(SCC(=O)NCC3CCCO3)nc3ccccc32)cc1 (stereo unspecified)
#32 Cc1cccc(C)c1N(CC(O)Cn1c2ccccc2c2ccccc21)S(C)(=O)=O (stereo unspecified)
#33 CCCCNC(=O)CCNS(=O)(=O)c1ccc(C)cc1
#34 NC(=O)C1CCCN(S(=O)(=O)c2ccccc2)C1 (stereo unspecified)
#35 COC(=O)c1ccc(Nc2cc(C)nc3nc(C)nn23)cc1
#36 COc1ccc(OCC(=O)NC(=S)Nc2ccccc2F)cc1
Compound	31	32	33	34	35	36
WRN inhibitor	0%	-2%	-12%	1%	-1%	-1%
PLK1 PBD block	-1%	2%	-2%	-1%	-7%	-19%
IL-2 act	0.4	-3.8	1.6	-0.4	-0.7	-3.2
PI5P4Ka inh	-6	nt	nt	nt	-3	-7
EPAC1 agonist	-1%	28%	16%	-7%	5%	2%
EPAC1 antagonist	1%	-2%	-6%	8%	-12%	-26%
FUS suppressor	12%	37%	17%	-8%	-19%	2%
Abeta rescue	0%	23%	?	10%	-4%	7%
aSyn rescue	1%	7%	-1%	2%	4%	-2%

#37 Cc1ccc(Cl)cc1N1CCN(C(=O)c2ccc(NC3=NC4CS(=O)(=O)CC4S3)cc2)CC1 (stereo unspecified)
#38 COc1ccc(CNC(=O)CSc2nc3ccc(OC)cc3[nH]2)cc1
#39 COc1cnc(SCc2ccc(Cl)cc2Cl)nc1Cl
#40 COc1cccc(NC(=O)Cc2nc(-c3ccccc3)sc2-c2ccc(C)cc2)c1
#41 Cn1c(=O)c2sccc2n2c(CCCC(=O)NCc3cccnc3)nnc12
#42 COc1ccc(Sc2nnc(Cc3ccccc3)c3ccccc23)cc1
Compound	37	38	39	40	41	42
WRN inhibitor	8%	4%	-14%	-10%	2%	-15%
PLK1 PBD block	-6%	-2%	-11%	-6%	-20%	-2%
IL-2 act	-0.8	-3.6	-0.2	-4.3	1.5	-1.9
PI5P4Ka inh	2	2	nt	-6	3	nt
EPAC1 agonist	0%	-6%	19%	-4%	3%	15%
EPAC1 antagonist	8%	-17%	-15%	-8%	8%	-22%
FUS suppressor	33%	-2%	20%	12%	1%	1%
Abeta rescue	11%	-8%	-11%	-2%	-5%	7%
aSyn rescue	5%	-6%	-1%	1%	-8%	0%

#43 Cc1ccc(S(=O)(=O)NCC2(c3ccccc3)CCN(C)CC2)cc1
#44 CCOC(=O)C1CCN(Cc2ccc(F)c(Br)c2)CC1
#45 CCN(CC)C(=O)Oc1ccc(Br)cc1C(=O)Nc1ccc(F)cc1F
#46 CCC(=O)NCCn1c(C)cc2ccccc21
#47 Cc1ccc(S(=O)(=O)N2CCN(C(=O)C3CC3C)CC2)c(C)c1 (stereo unspecified)
#48 Cc1ccc(OCC(=O)N(C)CC(=O)Nc2ccc(Cl)c(C(F)(F)F)c2)c([N+](=O)[O-])n1
#49 CC(C)(C)c1ccc(C(=O)NCc2nnc(SCC(=O)NCc3ccco3)o2)cc1
Compound	43	44	45	46	47	48	49
WRN inhibitor	-10%	7%	-15%	-6%	-15%	-12%	1%
PLK1 PBD block	-10%	-7%	-1%	-4%	-3%	-6%	-8%
IL-2 act	-0.5	-3.0	1.0	-1.3	-0.1	0.9	-0.8
PI5P4Ka inh	1	nt	6	2	1	13	8
EPAC1 agonist	-2%	1%	5%	4%	21%	-4%	1%
EPAC1 antagonist	4%	-15%	-15%	-12%	-1%	-17%	5%
FUS suppressor	-7%	21%	-12%	7%	14%	29%	12%
Abeta rescue	-4%	12%	1%	4%	8%	2%	7%
aSyn rescue	5%	-2%	12%	2%	0%	0%	1%

Screening data deposited in PubChem BioAssay by National Center for Advancing Translational Sciences (NCATS).
